From PubChem BioAssay
EPAC2 antag: qHTS for Antagonist of cAMP-regulated guanine nucleotide exchange factor 2 (EPAC2): primary screen. Rap guanine nucleotide exchange factor 4 (Homo sapiens), Q8WZA2. EPAC2 GEF exchange of Rap1B-BODIPY-GDP, fluorescence. Potency, µM (titrated, usually from 114 µM), without a hit: at the highest dose activity, negative = inhibition, hits mostly inhibitors. 360,000 tested, 0.18% active. AID 720708, 2013; note: potency is the fitted concentration of half-maximal effect; % is set by controls: 0 for no effect and ±100 for the full control effect; nearly all actives have a fitted effect of over 45% in size; many of its hits are not listed in these tables
Target sequence (Q8WZA2 whole entry, looked up): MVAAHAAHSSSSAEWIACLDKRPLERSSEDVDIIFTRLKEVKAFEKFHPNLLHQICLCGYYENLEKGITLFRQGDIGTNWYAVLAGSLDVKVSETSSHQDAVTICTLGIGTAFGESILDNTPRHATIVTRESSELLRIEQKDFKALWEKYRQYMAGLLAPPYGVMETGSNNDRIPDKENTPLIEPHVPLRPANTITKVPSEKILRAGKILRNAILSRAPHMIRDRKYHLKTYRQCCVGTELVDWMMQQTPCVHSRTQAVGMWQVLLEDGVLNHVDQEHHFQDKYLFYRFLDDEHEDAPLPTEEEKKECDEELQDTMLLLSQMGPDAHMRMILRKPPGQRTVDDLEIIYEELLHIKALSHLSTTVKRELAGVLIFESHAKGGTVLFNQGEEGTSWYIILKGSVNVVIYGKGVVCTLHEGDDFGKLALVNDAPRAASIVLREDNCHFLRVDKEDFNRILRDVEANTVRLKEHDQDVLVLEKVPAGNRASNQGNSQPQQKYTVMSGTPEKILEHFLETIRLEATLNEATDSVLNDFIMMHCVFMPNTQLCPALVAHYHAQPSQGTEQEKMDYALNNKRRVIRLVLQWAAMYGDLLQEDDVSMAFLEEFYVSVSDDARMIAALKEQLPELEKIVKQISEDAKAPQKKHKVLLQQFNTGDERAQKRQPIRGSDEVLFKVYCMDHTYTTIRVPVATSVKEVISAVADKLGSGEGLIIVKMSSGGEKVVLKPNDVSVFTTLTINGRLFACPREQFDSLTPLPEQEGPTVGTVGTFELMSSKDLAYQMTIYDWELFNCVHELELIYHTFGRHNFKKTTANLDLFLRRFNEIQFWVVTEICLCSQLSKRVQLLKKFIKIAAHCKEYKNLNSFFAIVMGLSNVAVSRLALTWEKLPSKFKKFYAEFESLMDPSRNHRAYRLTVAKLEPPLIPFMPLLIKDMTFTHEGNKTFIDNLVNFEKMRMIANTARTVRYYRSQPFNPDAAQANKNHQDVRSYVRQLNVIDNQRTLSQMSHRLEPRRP
TGFb SMAD3 inh: qHTS for Inhibitors of TGF-b. HepG2 CAGA-GFP TGF-b/SMAD3 reporter, GFP fluorescence, 18 h; TGF-beta stimulated, 500 pg/mL final. Potency, µM (doses to about 46.1 µM), inactives show at the highest dose activity, negative = inhibition, most hits filed as inhibitors. 410,000 tested, 1.2% active. AID 588855, 2011; note: potency is the fitted concentration of half-maximal effect; % is set by controls: 0 for no effect and ±100 for the full control effect; nearly all actives have a fitted effect of over 65% in size
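TGF-beta reporter screen: HEPG2 CAGA-GFP, 1% FBS, 500 pg/mL TGF-beta final, 18 h; per-cell GFP summed per well; curves fitted and categorized by class.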
A549 viability: Nrf2 qHTS screen for inhibitors: counterscreen for cytotoxicity; Potency, µM (highest dose often 46 µM), for the others: top-dose activity change, negative = cytotoxicity, usual class: inhibitors; 390,000 tested, 0.16% active; AID 504648, 2011; A549 ARE-Fluc cells, CellTiter-Fluor viability, 18-24 h; note: potency is the fitted concentration of half-maximal effect; % is set by controls: 0 for no effect and ±100 for the full control effect
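A549 ARE_Fluc cells in 5% FBS OPTI-MEM were exposed to compounds in concentration-response for 18-24 h at 37 deg C. Viability was read by CellTiter-Fluor fluorescence (Ex 405/Em 525) after 30 min, before the luciferase read.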
pAkt inh: HTS Assay for Inhibitors of Akt Phophorylation: Primary Screen. Neuro2A IGF-stimulated pAkt S473 HTRF, 20 min; active compounds read low. activity change, % for hits at 50 µM. 360,000 tested, 0.32% active; in the data active = activity change below about -80%; inconclusive = mostly about -51% to -80%; note: % is set by controls: 0 for no effect and ±100 for the full control effect
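Single-point screen (50 µM final compound) in Neuro2A cells stimulated 20 min with 6 nM IGF at 37 deg C. After lysis, Ser473-phosphorylated Akt read by HTRF (ex 330 nm, em 615/665 nm) as the 665/615 ratio.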
CCT chaperon mod: High-Throughput Screening for Modulators of Cytosolic Chaperonin Activity | purified chaperonin ATPase assay, HTRF ADP detection, 30 min | activity change, % (concentration not given with the values), hits read low | 360,000 tested, 0.3% active | AID 651819, 2012; in the data active = activity change below about -30%; note: % is set by controls: 0 for no effect and ±100 for the full control effect
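TRiC at 40 or 20 nM final (batch-dependent) in 30 mM Tris pH 7.4, 100 mM KCl, 5 mM MgCl2, 1 mM DTT, with compound at single 76 uM and 10 uM ATP, 30 min at 37 deg C. ADP detected by HTRF Transcreener, 665/615 ratio.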
EPAC2 ag: qHTS for Agonist of cAMP-regulated guanine nucleotide exchange factor 4 (EPAC2): primary screen; 360,000 tested, 0.079% active; Rap guanine nucleotide exchange factor 4 (Homo sapiens), Q8WZA2; Potency, µM (doses to about 154 µM), inactives show top-dose activation, usual class: activators; EPAC2 activation, biochemical qHTS; response scale: 100% = 6.5 mM cAMP response; AID 720711, 2013; note: potency is the fitted concentration of half-maximal effect; nearly all actives have a fitted effect of over 50% in size
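EPAC2 (100 nM) mixed with Rap1B loaded with BODIPY-GDP (250 nM) plus 50 uM unlabeled GDP; compounds pinned in, 5 min RT, then read every 5 min for 30 min (ex 480, em 540 nm). Normalized to cAMP control.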
Nrf2 inh: Nrf2 qHTS screen for inhibitors; A549 ARE-Fluc reporter, luciferase luminescence, 18-24 h; Potency, µM (top dose mostly 46 µM), inactives show at the highest dose activity change, negative = inhibition, actives largely listed as inhibitors; 360,000 tested, 2.1% active; AID 504444, 2011; note: potency is the fitted concentration of half-maximal effect; % is set by controls: 0 for no effect and ±100 for the full control effect; nearly all actives have a fitted effect of over 60% in size
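Two sequential reads on A549 ARE_Fluc cells exposed to compound for 18-24 h: a CellTiter-Fluor fluorescence read for viability, then a luciferase luminescence read for Nrf2/ARE activity.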
MmCpn inh: Inhibitors of TCP-1 ring complex (TRiC) of Methanococcus maripaludis (MmCpn): qHTS. 330,000 tested, 0.031% active. purified Mm-Cpn ATPase, ADP Transcreener TR-FRET. Potency, µM (top dose mostly 76.9 µM), for inactives: at the highest dose activity, negative = inhibition, hits mostly inhibitors. Chaperonin Mm-Cpn (Methanococcus maripaludis); note: potency is the fitted concentration of half-maximal effect; % is set by controls: 0 for no effect and ±100 for the full control effect; nearly all actives have a fitted effect of over 80% in size
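Compound-treated chaperonin, 25 nM final, turns over 10 uM ATP at 37°C for 30 min following a 10 min preincubation; ADP generated competes with ADP-d2 for Eu-cryptate antibody, lowering FRET.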
Nrf2 ARE act: qHTS of Nrf2 Activators; Potency, µM (top dose mostly 46.1 µM), for the others: at the top dose activation, hits mostly activators; AREc32 ARE-luciferase reporter (MCF7-derived line), luminescence, 24 h; 410,000 tested, 0.31% active; note: potency is the fitted concentration of half-maximal effect; % of control where 0% means no effect; nearly all actives have a fitted effect of over 65% in size
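Quantitative high-throughput format: AREc32 reporter cells, 1000 per well, received compound by pin transfer and were incubated 24 hr at 37 deg C, 5% CO2, before Steady-Glo luminescence detection.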
* = called active by the depositor; i = inactive; ? = inconclusive; · = no result given; [ ] = dose if it differs, or a comment. Unless noted, calls come from the whole dose curve; as a rule, active = well fitted curve in the direction sought with a large enough effect; inconclusive = small, poorly fitted or top-dose-only effect, or another doubt; inactive = no such curve, though single readings can be large; an effect the other way counts as inactive or inconclusive. These rows are one share of the data; count on the stated rates, not on these rows.

The line under a structure holds: EPAC2 antag	TGFb SMAD3 inh	A549 viability	pAkt inh	CCT chaperon mod	EPAC2 ag	Nrf2 inh	MmCpn inh	Nrf2 ARE act
COc1cccc(C(c2c(O)nc(SC)n(C)c2=O)c2c(O)nc(SC)n(C)c2=O)c1
→ 19%	0%	0%	i	0.2	3%	0%	0%	3.8%
CN(C(=O)CSc1ccncc1)C1CCCN(Cc2ccccc2F)C1 (stereo not drawn)
→ 13%	9%	6%	i	0.6	2%	?	1%	-1.1%
COc1ccc(OC)c(-c2cc(C(=O)Nc3cc(C)n(Cc4ccc(Cl)cc4)n3)no2)c1
→ 24%	1%	18%	i	3.6	22%	·	3%	3.7%
COc1ccc(CCNC(=O)COC(=O)CSc2ccc(C(N)=O)cc2[N+](=O)[O-])cc1OC
→ 15%	18%	1%	i	0.7	10%	16%	·	-0.3%
COc1ccc(OC)c(/C=N/N(CCC#N)C2=NS(=O)(=O)c3ccccc32)c1
→ 18%	-5%	1%	i	-2.8	4%	4%	-1%	3.3%
COc1ccc(-c2csc(NC(=O)CN3C(=O)C4CC=CCC4C3=O)n2)cc1 (stereo not drawn)
→ 1%	-1%	-1%	i	-0.7	7%	6%	-2%	0.1%
Cn1c(SCc2nc(-c3ccccc3)no2)nnc1-c1ccco1
→ 8%	-2%	-8%	i	0.7	-4%	-1%	1%	-0.8%
Cc1ccccc1Nc1nc(-c2ccccc2)c(C(=O)Nc2cccnc2)s1
→ -9%	-15%	-15%	i	-1.5	26%	5%	-22%	2.9%
CCn1cc(C(=O)N2CCCC2)c(=O)c2cc(S(=O)(=O)N3CCC(C)CC3)ccc21
→ -11%	5%	-3%	i	-1.2	3%	-6%	-25%	0.2%
Cc1nn(C)cc1C(=O)NNC(=S)Nc1ccc(Cl)cc1
→ -1%	8%	-5%	i	-4.5	0%	5%	1%	-0.7%
COc1ccc(NC(=O)Cn2c(C)csc2=O)c(OC)c1
→ 1%	7%	2%	i	-1.1	9%	-31%	2%	1.5%
Cc1ccc([N+](=O)[O-])c(OCCN2CCNCC2)c1
→ 5%	-6%	-4%	i	0.1	0%	7%	0%	0.0%
Cc1cc(C)c2nc(NC(=O)C3CCCO3)sc2c1 (stereo not drawn)
→ -3%	6%	-10%	i	-4.3	-2%	?	1%	3.4%
CCn1c2ccc(C)cc2c2nc3cc(C(=O)O)ccc3nc21
→ 4%	2%	-24%	i	-2.7	-6%	23%	-1%	3.2%
COc1c2ccoc2nc2c(OC)cccc12
→ 17%	-15%	12%	i	-0.3	-3%	10%	-1%	0.4%
CCOC(=O)C1=NNC(C(=O)c2ccccc2)C1c1ccc(C)cc1 (stereo not drawn)
→ ?	-15%	-16%	i	-2.3	6%	-16%	-3%	4.2%
CC1(c2ccc(OC(F)F)cc2)NC(=O)N(CC(=O)Nc2ccc(Cl)cc2F)C1=O (stereo not drawn)
→ -6%	2%	1%	i	1.0	8%	?	-3%	3.9%
CC(C)CN1C(=O)c2ccc(C(=O)Nc3ccccc3C(=O)O)cc2C1=O
→ -18%	-1%	6%	i	0.2	0%	?	1%	2.3%
COc1ccc(COCC(O)CN2CCN(S(=O)(=O)c3ccc(C(C)C)cc3)CC2)cc1 (stereo not drawn)
→ -15%	0%	-4%	i	-0.2	8%	?	0%	2.2%
O=C(NCCO)C1COc2ccccc2O1 (stereo not drawn)
→ 6%	23%	0%	i	3.7	1%	25%	3%	-0.2%
O=C(CCCc1ccccc1)Nc1ccnn1C1CCN(Cc2ccccc2F)CC1
→ -2%	-3%	-14%	i	-4.4	-3%	-7%	-4%	-0.3%
Cc1ccc(-n2ncc3c2CCCC3NC(=O)CCCN2CCCC2=O)cc1C (stereo not drawn)
→ 3%	5%	-2%	i	-2.8	-1%	-14%	0%	1.7%
CCCCc1c(C)nc(Nc2ccc(OC)cc2)[nH]c1=O
→ -4%	-5%	1%	i	-0.2	-7%	-15%	2%	0.0%
COc1ccc(-c2nc(N3CCC(C)CC3)[nH]c(=O)c2C#N)cc1
→ 7%	-14%	0%	i	-1.0	-8%	-9%	-9%	-0.4%
COCCNC(=O)C(C)Oc1ccccc1 (stereo not drawn)
→ 1%[57.1 µM]	0%	8%	i	-1.0	13%	1%	1%	-0.6%
CC(=O)c1ccc(N2CCN(c3nc4ccccc4c4nc(-c5cccc(C)c5)nn34)CC2)cc1
→ ·	0%	1%	·	·	·	22%	·	4.5%
CCOC(=O)c1cnc(-n2nc(C)cc2C)nc1Oc1ccc(C(=O)OC)cc1
→ -5%	13%	3%	i	1.4	6%	5%	-1%	3.2%
CN1CCC[C@@H]1CCNC(=O)c1c(-c2ccc3c(c2)OCO3)noc1-c1ccsc1
→ 1%	-6%	1%	i	1.9	6%	?	1%	-2.1%
Cc1c(Br)c(=O)oc2c(Br)c(O)c(O)cc12
→ -15%	?	-3%	i	-4.6	-7%	11%	-5%	0.2%
N#Cc1ccccc1NCc1ccccc1
→ -5%	-1%	-4%	i	-2.5	6%	3%	-1%	0.0%

Pulled by structure from above, two records:
The line under a structure holds: EPAC2 antag	TGFb SMAD3 inh	A549 viability	pAkt inh	CCT chaperon mod	EPAC2 ag	Nrf2 inh	MmCpn inh	Nrf2 ARE act
COc1ccc(CCNC(=O)COC(=O)CSc2ccc(C(N)=O)cc2[N+](=O)[O-])cc1OC
→ 15%	18%	1%	i	0.7	10%	16%	·	-0.3%
CN(C(=O)CSc1ccncc1)C1CCCN(Cc2ccccc2F)C1 (stereo not drawn)
→ 13%	9%	6%	i	0.6	2%	?	1%	-1.1%

Later entries
The line under a structure holds: EPAC2 antag	TGFb SMAD3 inh	A549 viability	pAkt inh	CCT chaperon mod	EPAC2 ag	Nrf2 inh	MmCpn inh	Nrf2 ARE act
Cc1ccc(NC(=O)COC(=O)c2nn(C)cc2Cl)cc1
→ 2%	29%	2%	i	-0.8	6%	3%	2%	-0.9%
CCCCCC(=O)N1C[C@@H](n2cc(COC(=O)c3ccccc3)nn2)[C@H](O)C[C@@H]1c1ccccc1
→ -6%	3%	·	i	-0.7	13%	·	·	0.5%
COc1ccc(OC)c(NC(=O)CN2CCC(C(=O)c3ccc(C)cc3)CC2)c1
→ -12%	-28%	-27%	·	0.7	16%	·	2%	-0.7%
Cc1ccc(NC(=O)Cn2c(=O)n(CCCCC(=O)NCc3ccco3)c(=O)c3ccccc32)cc1
→ -4%	?	-6%	-113%*	-1.4	5%	-15%	2%	4.2%
CN1C(=O)CC(N2CCN(c3ccc(Cl)cc3)CC2)C1=O (stereo not drawn)
→ 1%	1%	0%	i	0.7	-10%	-6%	3%	-0.5%
CCCN1CCN(C(=O)c2cccc3c2C(=O)N(CCOC)C3)CC1
→ -7%	3%	0%	i	-0.5	4%	9%	2%	0.4%
CCCCN(C(=O)c1cc(-c2ccncc2)nc2ccccc12)c1c(N)n(CC(C)C)c(=O)[nH]c1=O
→ 39%[activator]	1%	6%	i	-0.4	-11%	2%	1%	0.0%
COc1cc(CCCN2C(=S)NC[C@H]2Cc2ccc(O)cc2)cc(OC)c1OC
→ -29%	?	0%	i	0.1	5%	-16%	·	3.3%
O=C(N/N=C/c1ccc2c(c1)OCO2)c1sc2cc(Cl)ccc2c1Cl
→ -3%	-1%	1%	i	-0.9	18%	3%	0%	-0.9%
Cc1ccc(C(=O)c2cn(Cc3ccccc3)c3cc4c(cc3c2=O)OCCO4)cc1
→ ·	?	5%	·	·	·	?	·	9.2%
COc1ccc(CN=C2NC(=O)CC(C(=O)Nc3ccc(F)cc3)S2)cc1 (stereo not drawn)
→ 4%	?	-1%	i	-1.7	-5%	-10%	-4%	-0.6%
Cc1cc(C(F)(F)F)n2ncc(-c3cccc(Br)c3)c2n1
→ -10%	-6%	7%	i	0.0	3%	16%	0%	11%
CN(CC(=O)Nc1ccc(F)cc1)C(=O)c1cc2c(s1)CCCCC2
→ -3%	17%	-5%	i	0.3	-4%	-28%	-2%	0.8%
Cc1ccc2nc(C)c(C(=O)NN=C3CCCCCC3)n2c1
→ -11%	-14%	-21%	i	-3.1	-1%	-5%	0%	-0.4%
O=C(CSc1cccc[n+]1[O-])N1CCc2ccccc21
→ 2%	-12%	0%	i	0.2	9%	21%	-3%	13%
COc1cc(/C=N\NC(=O)c2ccc(=O)[nH]n2)cc(OC)c1OC
→ -4%	28%	-1%	i	-9.1	3%	-15%	1%	0.7%
Cc1c(C(=O)NCc2ccccc2)c(-c2ccccc2)nn1-c1ccccc1
→ 3%	1%	-2%	i	-2.8	4%	·	-4%	-0.3%
C#CCN(C[C@H]1[C@H](OC(=O)Nc2cccs2)[C@H](OC(=O)Nc2cccs2)C[C@H]2C(=O)N(c3ccccc3)C(=O)[C@@H]12)S(=O)(=O)c1ccc(C)cc1
→ 2%	-1%	·	i	0.3	1%	·	·	-0.7%
O=C(Cn1c(=O)[nH]c2ccsc2c1=O)NC1CCCCC1
→ 14%	-12%	-1%	·	2.2	9%	5%	?	-0.1%
